Compound activity deposited in PubChem BioAssay by National Center for Advancing Translational Sciences (NCATS).
RGS4 inhibitor – Inhibitors of Regulator of G Protein Signaling (RGS) 4: qHTS | Regulator of G-protein signaling 4 (Homo sapiens), P49798 | Transcreener GDP fluorescence polarization, RGS4-accelerated GTP hydrolysis | Potency, µM (doses to about 114 µM), for inactives: top-dose activity change, negative = inhibition, usual class: inhibitors | 0.039% of 390,000 active | AID 504845, 2011; note: potency is the fitted concentration of half-maximal effect; % is set by controls: 0 for no effect and ±100 for the full control effect; nearly all actives have a fitted effect of over 75% in size; some results filed as inactive show a strong effect at the top dose
Target sequence (P49798 whole entry, looked up): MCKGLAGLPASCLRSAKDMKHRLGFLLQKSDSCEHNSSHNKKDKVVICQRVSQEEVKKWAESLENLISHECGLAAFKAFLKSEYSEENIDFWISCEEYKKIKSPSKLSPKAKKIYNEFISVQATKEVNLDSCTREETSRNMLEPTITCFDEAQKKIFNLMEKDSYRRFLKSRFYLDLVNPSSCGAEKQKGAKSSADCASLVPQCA
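MLSMR compounds (23 nl, pin-transferred) preincubated 10 min at room temperature with a 500nM (2x) first reagent, then RGS4 at 900nM (2x) plus Transcreener GDP mix added; fluorescence polarization (620/688 nm) read before and after 90 min at 30 °C.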
Glioma ERSR ind – qHTS for Inducers of the Endoplasmic Reticulum Stress Response (ERSR) in Human Glioma: qHTS. 0.02% of 420,000 active. U87-MG GRP78 promoter luciferase reporter, 16 h. Potency, µM, for the others: at the top dose activation, hits mostly activators; note: potency is the fitted concentration of half-maximal effect; series mostly up to about 76 µM; % of control where 0% means no effect; nearly all actives have a fitted effect of over 35% in size
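Stably transfected U87-MG human glioma cells carrying a GRP78-based luminescent sensor were seeded at 1000 cells/well, pin-dosed with compounds and incubated 16 h. Luciferase reagent was then added, and end-point luminescence was read after 10 min at room temperature.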
rTrxR1 inhibitor – qHTS Assay for Inhibitors of Mammalian Selenoprotein Thioredoxin Reductase 1 (TrxR1): qHTS. Thioredoxin reductase 1, cytoplasmic (Rattus norvegicus), O89049. recombinant rTrxR1, NADPH fluorescence consumption, selenite substrate. Potency, µM (highest dose often 114 µM), inactives show top-dose activity change, negative = inhibition, most hits filed as inhibitors. 1% of 390,000 active; note: potency is the fitted concentration of half-maximal effect; % is set by controls: 0 for no effect and ±100 for the full control effect; nearly all actives have a fitted effect of over 65% in size
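Rat TrxR1 (90 nM in the dispensed reagent) was pre-reduced with 400 uM NADPH for 5 min at room temperature, then incubated with compound for 15 min. After 400 uM selenite was added, NADPH fluorescence (Ex 340/Em 450 nm) was followed for 8 min.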
LDHA inh – qHTS assay for inhibitors of human lactate dehydrogenase | L-lactate dehydrogenase A chain (Homo sapiens), P00338 | purified LDHA, NADH/diaphorase-resazurin fluorescence; stronger effect = lower value | activity change, % (values are at about 110 or 230 µM) | 0.15% of 480,000 active; in the data active = activity change below about -30%; inconclusive = mostly about -25% to -30%;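 note: plate controls were DMSO wells for no effect and wells without enzyme for full effect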
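Remaining NADH was detected by diaphorase (0.133 mg/mL) converting 37 µM resazurin to fluorescent resorufin, read at 0 and 20 minutes. The preceding 5-minute room-temperature reaction used 2 nM LDHA, 0.2 mM sodium pyruvate and 0.06 mM NADH at pH 7.4.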
USP1 inh – Inhibitors of USP1/UAF1: Primary Screen. 0.23% of 390,000 active. recombinant USP1/UAF1, Ub-Rhodamine cleavage fluorescence. Potency, µM (titrated, usually from 57.1 µM), without a hit: top-dose activity change, negative = inhibition, hits mostly inhibitors. AID 743255, 2014; note: potency is the fitted concentration of half-maximal effect; % is set by controls: 0 for no effect and ±100 for the full control effect; nearly all actives have a fitted effect of over 60% in size; inactives centre near -12
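USP1/UAF1 complex at 1 nM was preincubated with compound for 15 min at room temperature, then Ub-Rho substrate (150nM final) was added. Fluorescence (480/540 nm) was read kinetically, 6 reads every 60 seconds.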
Vif-A3G inh – qHTS for Inhibitors of Vif-A3G Interactions: qHTS; DNA dC->dU-editing enzyme APOBEC-3G (Homo sapiens), Q9HC16; HeLa A3G-eYFP + Vif (tagged APOBEC3G with the HIV-1 protein that degrades it), YFP fluorescence, overnight; Potency, µM (titrated, usually from 46.1 µM), for inactives: at the highest dose activity, negative = active, most hits filed as inhibitors; 0.076% of 410,000 active; AID 602310, 2012;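 note: potency is the fitted concentration of half-maximal effect; % is set by controls: 0 for no effect and ±100 for the full control effect; nearly all actives have a fitted effect of over 60% in size; hits raise eYFP signal because A3G escapes Vif-driven loss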
Target sequence (Q9HC16 whole entry, looked up): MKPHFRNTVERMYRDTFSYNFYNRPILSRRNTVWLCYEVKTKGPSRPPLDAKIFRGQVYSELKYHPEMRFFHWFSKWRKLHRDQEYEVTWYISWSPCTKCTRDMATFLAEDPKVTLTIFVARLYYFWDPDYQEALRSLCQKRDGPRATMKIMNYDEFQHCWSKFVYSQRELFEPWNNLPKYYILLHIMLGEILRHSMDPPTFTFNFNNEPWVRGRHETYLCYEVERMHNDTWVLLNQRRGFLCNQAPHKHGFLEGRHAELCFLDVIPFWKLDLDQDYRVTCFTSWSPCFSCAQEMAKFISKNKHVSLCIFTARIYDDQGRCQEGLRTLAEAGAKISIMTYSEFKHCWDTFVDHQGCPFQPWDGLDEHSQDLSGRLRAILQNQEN
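Read-out is eYFP fluorescence (Ex 488/Em 500-530) from Vif-expressing HeLa A3G-eYFP cells; more signal means A3G escaped Vif-mediated degradation. Cells plated overnight, compound pinned in, incubated overnight at 37 deg C.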
Vif-A3F inh – qHTS for Inhibitors of Vif-A3F Interactions: qHTS; 0.2% of 390,000 active; Potency, µM (top dose mostly 46.1 µM), without a hit: at the highest dose activity, negative = active; HeLa A3F-eYFP + Vif (tagged APOBEC3F with the HIV-1 protein that degrades it), YFP fluorescence increase; note: potency is the fitted concentration of half-maximal effect; % of control where 0% means no effect; nearly all actives have a fitted effect of over 65% in size
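Fluorescence increase (Ex 488/Em 500-530) after overnight compound treatment at 37 deg C flags inhibition of Vif-driven A3F-eYFP loss in stable HeLa A3F-eYFP/Vif cells seeded overnight beforehand.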
mIDH1 inhibitor – qHTS for Inhibitors of mutant isocitrate dehydrogenase 1 (IDH1): qHTS; IDH1-R132H enzyme, NADPH consumption, diaphorase/resazurin fluorescence; Potency, µM (titrated, usually from 76.6 µM), without a hit: at the highest dose activity change, negative = inhibition, usual class: inhibitors; 0.093% of 390,000 active; note: potency is the fitted concentration of half-maximal effect; % is set by controls: 0 for no effect and ±100 for the full control effect; nearly all actives have a fitted effect of over 65% in size
Target sequence (O75874 whole entry R132H, stated change not applied): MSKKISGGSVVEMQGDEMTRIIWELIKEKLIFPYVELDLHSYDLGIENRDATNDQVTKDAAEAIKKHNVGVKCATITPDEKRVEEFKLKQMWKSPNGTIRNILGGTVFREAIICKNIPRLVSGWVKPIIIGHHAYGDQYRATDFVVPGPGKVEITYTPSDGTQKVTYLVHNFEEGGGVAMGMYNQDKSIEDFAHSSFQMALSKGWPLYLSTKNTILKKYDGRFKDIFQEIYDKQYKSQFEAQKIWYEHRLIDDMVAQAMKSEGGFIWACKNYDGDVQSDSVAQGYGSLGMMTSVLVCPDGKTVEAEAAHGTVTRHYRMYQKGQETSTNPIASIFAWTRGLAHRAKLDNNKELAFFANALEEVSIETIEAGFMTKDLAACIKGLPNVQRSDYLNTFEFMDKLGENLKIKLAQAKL
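IDH1-R132H (0.5 ug/mL) preincubated 30 min with compound, then NADPH (0.016 mM) and alpha-KG (2 mM) added; 80 min at RT, pH 7.5. Remaining NADPH coupled via diaphorase/resazurin to fluorescence (540/590 nm); concentration-response curves normalized to no-enzyme control.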
TrxR1 substrate – qHTS Assay for Substrates of Mammalian Selenoprotein Thioredoxin Reductase 1 (TrxR1): qHTS; Potency, µM (top dose mostly 114 µM), without a hit: at the top dose activity change, negative = substrate turnover; Thioredoxin reductase 1, cytoplasmic (Rattus norvegicus), O89049; purified TrxR1 substrate turnover, NADPH consumption readout; 0.01% of 390,000 active; AID 588456, 2011; note: potency is the fitted concentration of half-maximal effect; % is set by controls: 0 for no effect and ±100 for the full control effect; nearly all actives have a fitted effect of over 50% in size
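Rat TrxR1, dispensed at 90 nM, was prereduced with 400 uM NADPH (final) for 5 min at ~22 deg C, then incubated with compound 15 min before 400 uM selenite. A first-read NADPH fluorescence drop versus no-compound background flagged substrates.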
Starred values were filed as active, the others as inactive; ? = inconclusive; · = no result given; & = joins results of further samples; [ ] = remark or other dose. Unless noted, calls come from the whole dose curve; as a rule, active = well fitted curve in the direction sought with a large enough effect; inconclusive = small, poorly fitted or top-dose-only effect, or another doubt; inactive = no such curve, though single readings can be large; an effect the other way counts as inactive or inconclusive.

smiles	RGS4 inhibitor	Glioma ERSR ind	rTrxR1 inhibitor	LDHA inh	USP1 inh	Vif-A3G inh	Vif-A3F inh	mIDH1 inhibitor	TrxR1 substrate
O=C(Nc1ccnn1C1CCNCC1)c1ccc2c(c1)OCO2	-17.2%	-10.5%	-2.6%	6.0	-5.2%	-1.0%	-24.2%	-0.8%	-6.7%
O=C(NCCCCCCOC1=NS(=O)(=O)c2ccccc21)C(=O)Nc1ccccc1	7.6%	-1.8%	7.2%	-4.6	0.3%	-2.2%	-6.7%	6.7%	1.5%
Cc1ccc(CCNC(=O)C2CCCN(S(=O)(=O)c3c(C)noc3/C=C/N(C)C)C2)cc1 (stereo not given)	17.0%	-4.1%	13.7%[57.1 µM]	-8.6	-22.3%	-7.7%	-8.4%	-13.4%	2.2%[57.1 µM]
CN1CCN(c2ccccc2NS(=O)(=O)c2ccc3c(c2)CCN3C(=O)C2CCC2)CC1	8.0%[11.4 µM]	-4.9%	0.4%	-2.7	-1.5%	1.5%	-0.4%	-0.1%	15.8%[57.1 µM]
CCn1c(SCC(=O)N2c3ccccc3CCc3ccccc32)nc2c1c(=O)n(C)c(=O)n2C	15.4%	-2.7%	1.9%	-11.4	-3.6%	-1.1%	-12.5%	0.6%	-0.6%
CCCN(CCC)CCNC(=O)c1cc2c(-c3ccccc3F)nn(C)c2s1	-12.5%&6.6%	-7.8%&-3.5%	30.9%&10.2%	4.4&4.3	-21.5%&-31.6%	1.3%&7.6%	-5.1%&-12.6%	0.5%&-4.4%	64.6%&56.8%[activator]
O=C(CN1CCC(O)(c2cccc(F)c2)CC1)NCCc1c[nH]c2ccccc12	8.2%	1.0%	-22.3%	-6.0	2.8%	-4.8%	1.1%	-7.7%	-14.4%
CC(C)Oc1ccc(CNC(=O)Cn2c(=O)c3cccn3c3cccnc32)cc1	-3.2%[11.4 µM]	-4.7%	22.1%	-2.3	-18.2%	2.4%	1.8%	0.0%	15.9%
COc1ccc(-n2c(=S)[nH]c3cc(C(=O)Nc4ccc(C)c(F)c4)ccc3c2=O)c(OC)c1	-0.6%	-3.1%	5.0%	-7.0	-20.6%	3.2%	-7.1%	4.2%	6.5%
CCc1ccccc1NC(=O)C1C2C=CC(O2)C1C(=O)O (stereo not given)	-18.8%[56.9 µM]	-1.7%	11.6%	-7.4	-19.6%	-4.5%	3.7%	1.3%	4.0%
O=C(CSc1nc2ccccc2c(=O)n1-c1ccc(SC(F)F)cc1)Nc1ccc(N2CCOCC2)cc1	-15.5%	0.8%	26.0%	1.0	-15.5%	0.5%	-10.2%	8.6%	9.4%
COC(=O)CN1C(=S)N(Cc2ccccc2)C(=O)C1CC(=O)Nc1ccc(OC)cc1 (stereo not given)	13.5%	-1.4%	9.2%	-2.1	2.0%	0.0%	-4.6%	4.2%	3.0%
Cc1ccc(/C=N/Nc2ncc(Cl)cc2Cl)s1	3.4%	2.8%	-22.9%[57.1 µM]	4.3	-4.6%	-2.6%	4.0%	0.6%	-4.0%[57.1 µM]
CN1CCC(N(C)C(=O)c2ccc(Cl)c(S(=O)(=O)N3CCOCC3)c2)CC1	-6.3%	-3.9%	13.6%	-2.4	-11.5%	-1.3%	-11.7%	1.1%	7.5%
CCc1ccnc(NC(=O)Nc2ccc(OCc3ccccc3)cc2)c1	-13.4%	0.6%	24.5%[57.1 µM]	2.8	-14.5%	0.5%	15.0%	4.4%	-18.2%[57.1 µM]
COCCCNc1nnc(Cc2ccccc2)c2ccccc12	6.9%	-4.2%	-9.1%	-2.5	-8.6%	-0.6%	-1.6%	-7.9%	?
O=C(/C=C/c1ccc(Cl)cc1)NC(=S)Nc1ccccc1C(=O)O	-30.6%[56.9 µM]	-11.5%	?	-7.8	?	-25.7%	-1.0%	7.9%	-1.6%
COc1ccc(Br)cc1/C=N/N1CCN(Cc2ccccc2Cl)CC1	5.2%	-4.7%	12.4%[57.1 µM]	-4.9	-4.7%	-1.1%	-16.2%	-2.6%	4.6%[57.1 µM]
O=C(Nc1nnc(C2CC2)s1)C1CC(=O)N(c2ccc3c(c2)OCCO3)C1 (stereo not given)	-5.3%	-6.3%	-0.1%	-0.3	-12.6%	0.0%	1.1%	5.8%	3.7%
COC(=O)c1ccc(NC(=O)[C@H](C)NC(N)=O)cc1	-7.2%[56.9 µM]	-2.2%	22.3%[57.1 µM]	-0.3	-19.7%	-1.6%	4.7%	0.0%	6.8%[57.1 µM]
O=c1c(N2CCCCC2)csc2ccc(F)cc12	-7.8%	2.2%	4.3%[57.1 µM]	-7.3	-20.4%	-4.2%	3.9%	-5.0%	-4.0%[57.1 µM]
Cc1ccc(-c2csc(=Nc3cccnc3)n2CCCn2ccnc2)cc1C	4.1%	-7.0%	12.8%[57.1 µM]	-7.0	-19.8%	0.9%	4.9%	-1.1%	8.1%[57.1 µM]
CCOc1ccc(CCNC(=O)C2Cc3ccccc3N2C(=O)CC)cc1OCC (stereo not given)	-1.1%	-4.7%	2.8%[57.1 µM]	-2.1	-16.5%	-3.3%	0.2%	-13.3%	-1.8%[57.1 µM]
CCOC(=O)CCP(=O)(O)C(C)(O)c1ccccc1 (stereo not given)	-8.7%	-3.3%	22.2%	-2.5	-10.4%	1.4%	0.5%	1.6%	14.7%
CC1Cc2ccccc2N1C(=O)CSc1nnc(NC(=O)Cc2cccs2)s1 (stereo not given)	?	-3.4%	-7.3%	-6.4	-20.9%	-4.6%	·	-10.7%	-2.9%
CC1CCCN(S(=O)(=O)c2ccc3c(c2)CCN3C(=O)C2CCC2)C1 (stereo not given)	5.1%	-2.6%	6.4%	-2.8	-20.9%	0.9%	18.4%	-1.5%	2.4%
Cc1ccc(NC(=O)COC(=O)CCc2ccc(S(=O)(=O)N3CCOCC3)cc2)cc1C	1.4%	-2.6%	13.9%[57.1 µM]	-3.7	-18.4%	-3.3%	7.8%	3.2%	7.7%[57.1 µM]
Cc1ccc(NC(=O)/C(C#N)=C/c2ccc(Sc3nc(C)cc(C)n3)o2)cc1	6.9%	-4.4%	14.3%	-5.4	-5.8%	1.3%	?	2.7%	11.6%
Cc1nc(CN2CCN(C(=O)c3ccc(C(C)(C)C)cc3)CC2)cs1	13.5%	0.0%	20.0%[57.1 µM]	-0.8	7.2%	0.0%	0.1%	-3.1%	6.9%[57.1 µM]
COc1ccc(NC(=O)C2CCCN(S(=O)(=O)c3cccnc3)C2)c(OC)c1 (stereo not given)	9.6%	-1.5%	35.7%	0.2	-16.7%	2.4%	-3.8%	-3.3%	6.2%
Cc1cc2nc(-c3cccc(NC(=O)COc4ccc(C(C)C)cc4)c3)oc2cc1C	5.8%	1.1%	29.7%	4.8	-3.8%	-6.9%	2.6%	17.3%	21.0%
COCCn1c(C)cc(C(=O)CSc2nnnn2C2CCCC2)c1C	-7.2%	-13.5%	-20.0%	-1.0	-20.7%	-1.1%	-7.2%	9.1%	-6.1%
CC1CC2C(C(O)CC3(C)C2CCC3(O)C(=O)CO)C2(C)C=CC(=O)C=C12 (stereo not given)	1.3%	-2.6%	0.2%	2.9	-17.7%	-1.7%	11.0%	-3.3%	5.2%
Cc1cccc(C(=O)NNC(=O)c2ccccc2Br)c1	3.4%	1.6%	20.9%	-9.2	-8.9%	-0.2%	1.5%	-16.0%	-0.3%
Nc1nc(NCC2CCCO2)nc(Nc2cccc(F)c2)c1[N+](=O)[O-] (stereo not given)	14.8%	-2.5%	-1.9%	-1.6	-8.6%	-4.0%	-11.5%	3.9%	0.1%

Some of the compounds tested. The share of hits here may be higher or lower than overall.
